# S100A4 inh HTS – inhibitors of S100A4-myosin IIA peptide binding, primary screen, biochemical, fluorescence polarization, TAMRA-MyoIIA peptide | inhibition, % at 10.7 µM | 0.14% of 360,000 active | AID 652163, 2013 | Protein S100-A4 (Homo sapiens), P26447;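 active = mean inhibition of at least 70% across replicates, with every replicate also reaching that level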
# Target sequence (P26447 whole entry, looked up): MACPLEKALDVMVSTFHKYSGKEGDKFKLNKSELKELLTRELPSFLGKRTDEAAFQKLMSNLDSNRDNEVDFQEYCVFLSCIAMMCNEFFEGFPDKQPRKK
#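 Material: S100A4 monomer protein / Buffer or medium: 50 mM HEPES pH 7.2, 10 mM CaCl2, 100 mM KCl / Times: 5 min incubation before reading / Benchmarks: neutral control DMSO, positive control TFP / Reagent: labelled myosin peptide probe, 5 nM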
# ERAP1 HTS inh – human ERAP1 aminopeptidase inhibitors, primary screen, biochemical, single point, plate reader; Endoplasmic reticulum aminopeptidase 1 (Homo sapiens), Q9NZ08; recombinant ERAP1, Leu-AMC fluorescence, 60 min; inhibition, % at 10.7 µM; 0.15% of 340,000 active; AID 652197, 2013;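 active = mean replicate inhibition of at least 30%, or all replicates individually reaching that 30% level; inactive = mean below 30% and not every replicate reaching it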;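 also: 0% = neutral control wells and 100% = L-leucinethiol positive control wells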
# SIRT5 inh – SIRT5 desuccinylase inhibitors, primary screen, biochemical, fluorescence imaging, single point, set 5; NAD-dependent protein deacylase sirtuin-5, mitochondrial (Homo sapiens), Q9NXA8; inhibition, % at 15 µM; 1.1% of 330,000 active; AID 652115, 2013; Purified SirT5, succinyl-peptide AMC, trypsin-coupled fluorescence; in the data active = inhibition above about 15%
# Target sequence (Q9NXA8 whole entry, looked up): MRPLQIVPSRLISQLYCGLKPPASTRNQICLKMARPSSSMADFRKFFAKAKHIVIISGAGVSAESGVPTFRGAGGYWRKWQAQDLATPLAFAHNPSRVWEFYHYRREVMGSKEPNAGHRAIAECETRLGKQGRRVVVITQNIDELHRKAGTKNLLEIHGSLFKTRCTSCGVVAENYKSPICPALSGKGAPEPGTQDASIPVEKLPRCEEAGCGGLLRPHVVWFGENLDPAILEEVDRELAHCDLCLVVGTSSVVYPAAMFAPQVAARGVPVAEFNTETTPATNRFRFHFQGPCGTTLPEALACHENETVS
# PGC1a acetyl inh – inhibitors of PGC1a acetylation signal, primary screen, cell-based, U2OS, AlphaScreen, inhibitor mode. AlphaScreen anti-acetyl-lysine; with virally co-expressed GCN5 acetyltransferase. inhibition, % at 15.6 µM. 0.17% of 350,000 active. AID 651687, 2012;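 active = every replicate shows inhibition of at least 40%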;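 also: 0% = neutral control wells and 100% = positive control wells; some results beyond the cut were filed as inactive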
# C2C12 statin – suppressors of statin myotoxicity in C2C12 myotubes, primary screen, cell-based, single point, plate reader. C2C12 myotubes + simvastatin, ATP luminescence, 48 h; scaled: DMSO 0, geranylgeraniol control 100. rescue of ATP level, % at 7.49 µM. 0.78% of 330,000 active;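 active = mean ATP rescue above about 67%, or every replicate alone reaching that limit, limit read from the data, passing the limit was not always enough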;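 also: myotubes were challenged with 10 µM simvastatin during compound exposure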
# Cneo AK release – Cryptococcus neoformans cell lysis inducers, primary screen, AK release luminescence, single concentration. C. neoformans lysis, adenylate kinase release luminescence, 4 h; normalised: neutral wells 0, clomiphene wells 100. lysis activity, % at 15 µM. 0.2% of 360,000 active. AID 651654, 2012;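 active = mean lysis activity across replicates of at least 80%, whatever share of replicates individually reach that level; inactive = mean lysis activity below 80%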
#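 Material: C. neoformans cells | Amount: Yeast cell density of 5 × 10^6 cells/mL | Medium: Fresh YPD growth medium | Dosing: Single dose | Times: Static 4 h at 37 °C with compound, 1 h detection | Detection: AK luminescence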
# Xi reactivation – activators of inactive X chromosome reactivation, primary screen, imaging, XiGFP fibroblasts, GFP high-content imaging, set 2; 0.055% of 360,000 active; XiGFP mouse fibroblasts, % GFP-positive cells imaging, 3 d; cells co-treated with 5-aza-dC sensitizer; scaled so ellipticine positive control = 100%; activation, % at 7.58 µM;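 active = mean normalized replicate activation at least 10% and every replicate at or above 10%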;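 also: 0% = median of on-plate neutral control wells and 100% = ellipticine 6 µM median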
#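 System: 68-5-11 XiGFP fibroblast line | Buffer or medium: DMEM containing 5-aza-dC | Compound: Single point | Times: Compounds 3 days, fix/stain 15 min at room temperature | Benchmarks: Positive control ellipticine, 6 µM final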
# LGR2 antag – inhibitors of bursicon-induced LGR2 CRE-luciferase signal, primary screen, cell-based, HEK293, CRE-luciferase reporter, bursicon stimulation; Drosophila bursicon receptor LGR2 (rickets); bursicon-stimulated, 4 h; inhibition, % at 9.99 µM; 0.35% of 380,000 active; AID 720647, 2013;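 active = drop in luminescence signal, shown as inhibition above about 50% in the replicate tests, limit read from the data, passing the limit was not always enough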;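 also: agonist challenge used bursicon conditioned medium at about half maximal strength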
# Active calls of the source: *; . = no result given. This is a subset. The share of hits here may be higher or lower than overall.
# The opening two records as a preview:
1. O=C(Nc1ccccc1C(=O)NC1CC1)c1ccccc1F
2. CC1CCCCC1NC(=O)CN1CCC(O)(c2ccc(F)cc2)CC1 (configuration not stated)

compound no.	1	2
S100A4 inh HTS	0	3
ERAP1 HTS inh	-2	-1
SIRT5 inh	0	0
PGC1a acetyl inh	-4	-3
C2C12 statin	-2	9
Cneo AK release	2	-1
Xi reactivation	0.3	.
LGR2 antag	-19	6

# The listing, from the first entry:
1. O=C(Nc1ccccc1C(=O)NC1CC1)c1ccccc1F
2. CC1CCCCC1NC(=O)CN1CCC(O)(c2ccc(F)cc2)CC1 (configuration not stated)
3. CCOC(=O)c1sc(NC(=O)COC(=O)CNC(=O)C2CCCCC2)c(C(=O)OCC)c1C
4. O=C(C1CCC1)N1CC(=O)N2[C@H](CO)[C@H](c3ccc(C#Cc4cccc(F)c4)cc3)[C@H]2C1
5. COc1cccc2cc(C(=O)OC(C)C(=O)c3ccc(C)cc3)c(=O)oc12 (configuration not stated)

compound no.	1	2	3	4	5
S100A4 inh HTS	0	3	.	.	-12
ERAP1 HTS inh	-2	-1	.	.	-1
SIRT5 inh	0	0	.	5	0
PGC1a acetyl inh	-4	-3	-5	-6	-6
C2C12 statin	-2	9	-12	.	4
Cneo AK release	2	-1	8	.	1
Xi reactivation	0.3	.	0.1	0.0	0.1
LGR2 antag	-19	6	1	1	23

# Part of the list above, as labelled records.
[2] CC1CCCCC1NC(=O)CN1CCC(O)(c2ccc(F)cc2)CC1 (configuration not stated)
  S100A4 inh HTS = 3	ERAP1 HTS inh = -1	SIRT5 inh = 0	PGC1a acetyl inh = -3	C2C12 statin = 9	Cneo AK release = -1	Xi reactivation = .	LGR2 antag = 6

[3] CCOC(=O)c1sc(NC(=O)COC(=O)CNC(=O)C2CCCCC2)c(C(=O)OCC)c1C
  S100A4 inh HTS = .	ERAP1 HTS inh = .	SIRT5 inh = .	PGC1a acetyl inh = -5	C2C12 statin = -12	Cneo AK release = 8	Xi reactivation = 0.1	LGR2 antag = 1

# Additional compounds follow:
6. Cc1ccc(S(=O)(=O)Nc2ccc3c(c2)C(=O)N([C@H](C)CO)C[C@H](C)[C@@H](CN(C)C)OCCCC[C@H](C)O3)cc1
7. CCc1ccc(Nc2ccc3nonc3c2[N+](=O)[O-])cc1
8. Nc1cc(=O)[nH]c(SCC(=O)Nc2ccc(S(=O)(=O)N3CCCCC3)cc2)n1
9. Cc1ccc(S(=O)(=O)N2CCC(C(=O)Nc3ccc(C(C)C)cc3)CC2)cc1
10. CNC[C@H]1Oc2ccc(NC(=O)Nc3ccc(C(F)(F)F)cc3)cc2C(=O)N([C@@H](C)CO)C[C@@H]1C

compound no.	6	7	8	9	10
S100A4 inh HTS	.	3	2	4	3
ERAP1 HTS inh	.	.	-3	3	-1
SIRT5 inh	.	-3	-1	0	-3
PGC1a acetyl inh	-3	4	-14	.	1
C2C12 statin	31	.	.	-6	1
Cneo AK release	.	.	.	-2	-1
Xi reactivation	0.2	0.0	0.0	0.2	-0.7
LGR2 antag	-2	3	-1	-6	11

11. C[C@@H]1CN([C@@H](C)CO)C(=O)c2cc(C#Cc3ccccc3)cnc2O[C@H]1CN(C)C(=O)c1ccccc1
12. CC(=O)c1ccc(N2CCN(C(=S)Nc3cccc(Cl)c3)CC2)cc1
13. CCn1c(Cc2ccccc2)nnc1SCC(=O)OC(C)C
14. O=[N+]([O-])c1cccc(CN(CCO)Cc2ccccc2)c1
15. C[C@@H]1CN([C@H](C)CO)C(=O)c2cccc(NS(C)(=O)=O)c2O[C@@H]1CN(C)Cc1ccc2c(c1)OCO2

compound no.	11	12	13	14	15
S100A4 inh HTS	1	.	-3	.	0
ERAP1 HTS inh	1	.	-3	.	0
SIRT5 inh	6	.	0	.	1
PGC1a acetyl inh	8	58	3	-30	-1
C2C12 statin	12	.	-17	23	-7
Cneo AK release	45	1	-2	0	-2
Xi reactivation	0.0	0.2	.	.	0.0
LGR2 antag	9	-9	0	-18	-9

16. O=C1CCCCC(=O)[C@H](O)C[C@H](c2ccccc2)O1
17. O=C(NCc1ccccn1)c1c(O)c2c([nH]c1=O)CCCC2
18. CCCn1c(N)c(NCCN2CCOCC2)c(=O)[nH]c1=O
19. COCC(C)NC(=O)C1CCN(S(=O)(=O)c2ccc3ccccc3c2)CC1 (configuration not stated)
20. C[C@@H]1CN([C@H](C)CO)S(=O)(=O)c2ccc(-c3ccncc3)cc2O[C@H]1CN(C)C(=O)Nc1ccc(C(F)(F)F)cc1

compound no.	16	17	18	19	20
S100A4 inh HTS	2	4	-2	-1	2
ERAP1 HTS inh	4	-5	-2	-4	0
SIRT5 inh	1	-21	-1	2	0
PGC1a acetyl inh	.	8	.	.	5
C2C12 statin	.	7	.	.	-59
Cneo AK release	.	-1	.	.	-2
Xi reactivation	0.1	.	0.0	-0.1	-1.3
LGR2 antag	8	-2	23	-27	-6

21. C[C@@H]1CCCCO[C@@H](CN(C)Cc2ccccc2)[C@H](C)CN([C@@H](C)CO)C(=O)c2cc(NS(=O)(=O)c3cn(C)cn3)ccc2O1
22. COc1cccc(CN2[C@H](CO)[C@H]3c4ccccc4N(C(=O)c4cccnc4)C[C@H]32)c1
23. CCOC(=O)c1cnc(SCC(=O)OC)nc1N
24. NS(=O)(=O)c1ccc(N/C=C\C(=O)c2ccc(F)cc2)cc1
25. C[C@H]1CN([C@@H](C)CO)C(=O)c2cc(NC(=O)C3CC3)ccc2O[C@H]1CN(C)S(=O)(=O)c1cn(C)cn1

compound no.	21	22	23	24	25
S100A4 inh HTS	1	-2	0	1	-5
ERAP1 HTS inh	4	4	0	1	1
SIRT5 inh	4	-1	0	.	29*
PGC1a acetyl inh	4	-4	0	6	-20
C2C12 statin	.	-7	.	.	-2
Cneo AK release	-2	0	.	.	1
Xi reactivation	0.4	0.0	0.0	0.1	0.3
LGR2 antag	2	-7	11	-56	-16

26. S=C(NCc1ccccc1)N1CCn2cccc2C1c1cccnc1 (configuration not stated)
27. Cc1ccc(S(=O)(=O)C2(C(=O)Nc3cccnc3)CC2)cc1
28. Cc1cc(Cl)ccc1C(=O)C1CCCN(C(=O)c2ccc3ncccc3c2)C1 (configuration not stated)
29. CCOc1ccccc1CN1CCC(CO)(CCOc2ccccc2)CC1
30. COc1ccc(OC)c(C2=NO[C@@](CC(=O)O)(C(=O)Nc3ccc4c(c3)OCCO4)C2)c1

compound no.	26	27	28	29	30
S100A4 inh HTS	-8	3	-1	-2	-2
ERAP1 HTS inh	-3	0	5	9	2
SIRT5 inh	.	-1	-2	0	-3
PGC1a acetyl inh	8	-3	11	.	7
C2C12 statin	.	.	1	.	-2
Cneo AK release	.	1	1	.	-3
Xi reactivation	0.7	0.0	0.1	0.1	0.1
LGR2 antag	14	-7	-4	-10	-7

# Single values from the results shown:
# Reading for entry 26 under PGC1a acetyl inh: 8
# Reading for entry 14 under C2C12 statin: 23
# Reading for entry 8 under PGC1a acetyl inh: -14

# (cont.)
31. CCc1cccc2c(C(=O)C(NCCCOC)c3ccccc3)c[nH]c12 (configuration not stated)
32. Cc1ccc(Nc2ncnc(-n3cccc3)n2)cc1Cl
33. Cc1ccc(C(=O)OCC(=O)Nc2c(C)nn(-c3ccccc3)c2C)c(O)c1
34. COc1cccc(C(c2c(C)[nH]n(-c3ccccc3)c2=O)c2c(C)[nH]n(-c3ccccc3)c2=O)c1O
35. CC(=O)N1CCCN(Cc2cn(-c3ccc(C)cc3)nc2-c2ccc(F)cc2)CC1

compound no.	31	32	33	34	35
S100A4 inh HTS	0	1	3	1	-2
ERAP1 HTS inh	-3	1	1	1	1
SIRT5 inh	-3	-4	.	0	-1
PGC1a acetyl inh	-10	-17	-2	2	.
C2C12 statin	-28	.	1	.	.
Cneo AK release	4	.	0	.	.
Xi reactivation	0.2	0.0	0.0	-0.1	0.0
LGR2 antag	-20	.	0	6	5

36. CCOC(=O)Oc1ccc(C(=O)OCCCN(C)C)cc1OC
37. CCN(CC)S(=O)(=O)c1ccc(C(=O)OCC(=O)NCCN2C(=O)CSC2=O)cc1
38. Cc1ccc(SCC(=O)OCC(=O)NCCc2ccccc2)cc1C
39. O=C1NC2C(NC(=O)N2C2CCCCC2)N1C1CCCCC1 (configuration not stated)
40. CN(C)S(=O)(=O)c1ccc(N=Cc2c(C(F)(F)F)[nH][nH]c2=O)cc1

compound no.	36	37	38	39	40
S100A4 inh HTS	-8	7	5	7	4
ERAP1 HTS inh	0	1	-2	2	0
SIRT5 inh	.	1	-2	-6	2
PGC1a acetyl inh	.	2	8	.	.
C2C12 statin	.	1	14	10	5
Cneo AK release	.	0	0	-3	0
Xi reactivation	0.2	0.0	-0.1	.	0.0
LGR2 antag	9	-18	7	-4	-3

41. Cc1cc(Nc2cccc(F)c2)n2ncnc2n1
42. O=C(CN1C(=O)c2ccccc2S1(=O)=O)NCCSCc1cccc(Cl)c1
43. Cc1ncsc1C(=O)N1N=C2/C(=C/c3ccccc3)CCCC2C1c1ccccc1 (configuration not stated)
44. O=C(CN1CCOCC1)NC[C@H]1N[C@H](CO)[C@@H]1c1ccc(-c2ccccc2)cc1
45. O=C(Nc1ccccc1F)N[C@@H]1CC[C@@H](CCNC(=O)C2CC2)O[C@H]1CO

compound no.	41	42	43	44	45
S100A4 inh HTS	2	-8	.	-2	7
ERAP1 HTS inh	.	-4	.	.	-1
SIRT5 inh	.	-1	.	-7	7
PGC1a acetyl inh	5	.	-25	-3	-16
C2C12 statin	8	-1	-4	-7	5
Cneo AK release	-2	-1	-6	-1	2
Xi reactivation	0.1	0.1	.	0.3	0.2
LGR2 antag	-15	-10	34	-25	1

46. C=CCn1c(SCC(=O)N(C)CC(=O)Nc2ccc(C)cc2)nnc1-c1ccncc1
47. COc1ccc(-c2csc(/C(C#N)=C/Nc3cc4oc5ccccc5c4cc3OC)n2)cc1
48. CC(C)C#Cc1ccc2c(c1)O[C@@H](CN(C)CC1CCOCC1)[C@@H](C)CN([C@H](C)CO)S2(=O)=O
49. Cc1cc2cc(CNC(=S)Nc3ccc(OC(F)F)cc3)ccc2n1C
50. COc1ccc(S(=O)(=O)N[C@H]2C=C[C@H](CC(=O)N3CCN(c4ccccc4)CC3)O[C@H]2CO)cc1
51. COc1ccc2c(c1)sc(N)[n+]2Cc1cc(C)cc2cccnc12
52. CO[C@@H]1CN(C)C(=O)c2cc(NC(=O)Nc3ccccc3)ccc2OC[C@@H](C)N(C(=O)CN(C)C)C[C@@H]1C

compound no.	46	47	48	49	50	51	52
S100A4 inh HTS	-3	-12	-9	12	10	-2	-2
ERAP1 HTS inh	-3	-3	2	1	3	5	2
SIRT5 inh	-2	-6	0	-3	.	1	-10
PGC1a acetyl inh	7	-3	-12	11	2	.	5
C2C12 statin	-1	-1	-7	.	0	-106	-22
Cneo AK release	1	2	-1	2	-5	5	5
Xi reactivation	0.2	0.6	0.2	0.1	0.2	0.0	0.0
LGR2 antag	28	-9	-9	-3	4	13	5

# Source: PubChem BioAssay
